Bioassay records: PubChem BioAssay, several laboratories
Scp-1 inhibitor: Scp-1 phosphatase inhibitors, primary screen, biochemical, colorimetric, uHTS | Recombinant Scp1, phosphopeptide, malachite green phosphate absorbance | 340,000 tested, 0.88% active | inhibition, % at 20 µM | AID 493091, 2011;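 active = inhibition above about 50% at 20 µM, limit read from the data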;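 also: plate controls were DMSO wells with enzyme for no effect and wells lacking enzyme for full effect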
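Assay system: SCP-1 catalytic fragment, aa 76-261 | Buffer or medium: Tris acetate buffer pH 5.5 with MgCl2 and Tween-20 | Compound: One concentration, 20 µM, with 1.0% DMSO | Also added: Phospho 17-mer peptide substrate | Signal: Absorbance at 630 nm | Incubation: 45 min enzyme reaction at room temperature | Measure: % inhibition of SCP-1 phosphate liberation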
Rpn11 inh: Rpn11 (PSMD14) deubiquitinase inhibitors, primary screen, biochemical, fluorescence polarization, uHTS; calls only at 20 µM; 360,000 tested, 0.59% active; AID 588493, 2011; human 26S proteasome, Ub4-pepOG fluorescence polarization; 20S core pre-blocked with epoxomicin;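 active = inhibition at 20 µM, scaled to each plate's controls, above about 33%, limit read from the data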
Target sequence (O00487 whole entry, looked up): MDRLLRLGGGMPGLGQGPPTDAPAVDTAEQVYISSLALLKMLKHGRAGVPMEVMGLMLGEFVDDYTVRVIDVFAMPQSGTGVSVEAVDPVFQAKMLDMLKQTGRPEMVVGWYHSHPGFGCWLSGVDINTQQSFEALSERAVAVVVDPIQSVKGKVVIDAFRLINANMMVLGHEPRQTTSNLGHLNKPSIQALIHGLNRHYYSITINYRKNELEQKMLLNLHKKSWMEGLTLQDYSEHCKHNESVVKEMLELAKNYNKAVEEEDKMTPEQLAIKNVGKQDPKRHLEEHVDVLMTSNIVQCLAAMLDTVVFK
SUMO1 PPI mod: modulators of SUMO1 protein-protein interactions, primary screen, biochemical, uHTS. Small ubiquitin-related modifier 1 (Homo sapiens), P63165. 360,000 tested, 0.33% active. AID 602429, 2012. SUMO1 binding to a labelled peptide, TR-FRET, 1 h. inhibition, % at 20 µM; in the data active = inhibition above about 37%
Target sequence (P63165 whole entry, looked up): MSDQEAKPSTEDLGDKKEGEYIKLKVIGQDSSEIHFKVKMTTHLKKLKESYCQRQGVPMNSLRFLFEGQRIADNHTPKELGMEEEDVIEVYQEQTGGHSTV
Rin1 Abl inh: inhibitors of Rin1-Abl protein binding, primary screen, biochemical, TR-FRET; inhibition, % at 7.35 µM; AID 588664, 2011; Tyrosine-protein kinase ABL1 (Homo sapiens) + Ras and Rab interactor 1 (Homo sapiens), …; 360,000 tested, 0.4% active; in the data active = inhibition above about 5%, passing the limit was not always enough
CSN inh: inhibitors of CSN-mediated cullin deneddylation, primary screen, biochemical, fluorescence polarization, uHTS; COP9 signalosome complex subunit 5 (Homo sapiens), Q92905; Purified CSN, SCF-Nedd8-OG deneddylation; inhibition, % at 12.5 µM; 360,000 tested, 0.38% active; AID 651999, 2013;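 active = pattern-corrected inhibition above about 35%, with an unprinted fluorescence ratio check between 0.5 and 1.5, limit read from the data, passing the limit was not always enough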;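 also: 0% = enzyme with substrate and 100% = substrate without enzyme; some results filed as inactive read as strong as hits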
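assay system = purified human Csn5 enzyme expressed in HEK293T cells | amount = 0.24 nM enzyme | buffer or medium = Tris/NaCl/DTT buffer, pH 7.5 | reagent = 10 nM SCFSkp2-Nedd8OG | compound = one concentration, 12.5 µM, 0.25% DMSO | times = 90 min reaction at room temperature | signal = FP | read-out basis = % inhibition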
DNMT1 block: human DNMT1 methyltransferase inhibitors, primary screen, biochemical, molecular beacon, fluorescence, HinP1I cleavage, uHTS. DNA (cytosine-5)-methyltransferase 1 (Homo sapiens), P26358. inhibition (reported as % activation of signal), % at 10 µM. 360,000 tested, 0.83% active; in the data active = inhibition above about 50%
NadD inh: inhibitors of S. aureus NadD, primary screen, biochemical, colorimetric, uHTS | 360,000 tested, 0.78% active | inhibition, % at 20 µM | purified NadD enzyme, colorimetric absorbance read-out | Nicotinate-nucleotide adenylyltransferase NadD (Staphylococcus aureus N315); in the data active = inhibition above about 26%; also: some compounds past the cut are filed as inactive
Neddylation inh: inhibitors of cullin neddylation, primary screen, biochemical, TR-FRET, uHTS, NAE and Ubc12. NEDD8-conjugating enzyme Ubc12 (Homo sapiens) + NEDD8-activating enzyme E1 regulatory …. 360,000 tested, 0.58% active. calls only at 25 µM; in the data active = inhibition above about 36%
LMPTP inh: LMPTP phosphatase inhibitors, primary screen, biochemical, fluorescence intensity, uHTS | inhibition, % at 20 µM | Low molecular weight phosphotyrosine protein phosphatase (Homo sapiens), P24666 | recombinant LMPTP-A, OMFP fluorogenic substrate | 360,000 tested, 0.22% active;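 active = compounds that cut the enzyme signal by at least half of the control window in the single-dose screen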;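 also: plate controls were DMSO wells with enzyme plus substrate for no effect and substrate without enzyme for full effect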
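Test system: LMPTP-A phosphatase enzyme. Amount: LMPTP-A at 0.625 nM final in the reaction. Reagent: OMFP substrate, 400 µM final. Times: 50 min at room temperature. Signal: endpoint fluorescence intensity from OMFP dephosphorylation. Read-out basis: % inhibition. Benchmarks: no-enzyme and uninhibited controls.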
STEP inh: STEP phosphatase inhibitors, primary screen, biochemical, fluorescence intensity, uHTS; Tyrosine-protein phosphatase non-receptor type 5 (Homo sapiens), P54829; recombinant STEP, OMFP fluorogenic substrate; inhibition, % at 20 µM; 360,000 tested, 0.25% active; AID 588621, 2011;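 active = inhibition at 20 µM, scaled per plate between control wells, above about 37%, limit read from the data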;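 also: 0% = DMSO with enzyme and substrate and 100% = substrate only without enzyme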
Target sequence (P54829 whole entry, looked up): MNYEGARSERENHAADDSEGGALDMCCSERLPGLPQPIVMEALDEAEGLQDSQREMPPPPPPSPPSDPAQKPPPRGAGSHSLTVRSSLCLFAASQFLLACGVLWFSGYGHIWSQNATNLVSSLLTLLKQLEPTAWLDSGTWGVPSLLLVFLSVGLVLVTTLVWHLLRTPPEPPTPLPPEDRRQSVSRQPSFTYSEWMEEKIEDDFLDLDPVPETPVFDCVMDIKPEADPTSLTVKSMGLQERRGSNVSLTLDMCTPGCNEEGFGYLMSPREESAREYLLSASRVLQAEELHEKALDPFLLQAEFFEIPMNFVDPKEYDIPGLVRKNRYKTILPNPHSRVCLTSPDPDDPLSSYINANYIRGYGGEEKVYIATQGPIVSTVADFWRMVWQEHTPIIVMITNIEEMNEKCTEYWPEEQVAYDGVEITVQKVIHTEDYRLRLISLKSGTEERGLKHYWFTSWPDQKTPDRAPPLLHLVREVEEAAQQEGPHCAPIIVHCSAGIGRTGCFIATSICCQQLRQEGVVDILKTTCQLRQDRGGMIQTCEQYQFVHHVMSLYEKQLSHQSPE
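material = STEP tyrosine phosphatase | reagent = fluorogenic phosphatase substrate OMFP at 25 µM final | doses = single compound dose of 20 µM, 1% DMSO final | schedule = 20 min reaction, room temperature, in the dark | measured by = fluorescence, 480/540 nm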
The depositor's hits bear a star; i = inactive; . = not tested or not shown; + = active, no number. Not a hit list (roughly 3.8% active in at least one column).

SMILES,Scp-1 inhibitor,Rpn11 inh,SUMO1 PPI mod,Rin1 Abl inh,CSN inh,DNMT1 block,NadD inh,Neddylation inh,LMPTP inh,STEP inh
COc1ccc(-c2nnc(SCC(=O)NC3CCCCC3)o2)cc1,-4,i,-7,1,-4,-1,5,i,-0.2,-3
CC(C)(C)OC(=O)C[C@H]1C/C=C\C[C@H](CC(=O)N(CCO)Cc2ccccc2)C(=O)N[C@@H](c2ccccc2)COC1=O,1,i,-3,0,-5,0,-1,i,3.5,5
Cc1ccc(C(O)CSc2nnc(-c3ccc4ccccc4c3)n2C)cc1 (configuration not stated),-9,i,-19,5,-1,-3,-2,i,-0.4,-1
CC(=O)c1ccc(OC(C)C)c(Cc2c(O)nc(N)[nH]c2=O)c1,3,i,4,-2,-5,25,-1,i,-0.5,3
COc1cc(CNCc2ccc(OC)c(OC)c2OC)cc(OC)c1,-1,i,0,-2,-1,-6,-3,i,-2.0,0
Cc1[nH]n(-c2ccccc2)c(=O)c1-c1ccc(Cl)cc1,-9,i,2,-3,-3,-5,0,i,0.4,-3
COC(=O)C1(C(=O)OC)C/C=C\CN(S(=O)(=O)c2ccccc2[N+](=O)[O-])CC1,.,.,-11,.,3,.,-4,i,-1.2,.
Cc1ccc(-c2nc(C(=O)O)cs2)cc1,-1,i,2,-2,-4,2,-3,i,-2.1,0
CCCc1cc(C(=O)Nc2ccccc2C(=O)OC)no1,-12,i,2,-1,-4,3,-4,i,0.4,3
Cc1ccc(Nc2nnc(SCC(=O)Nc3ccccc3[N+](=O)[O-])s2)cc1,2,i,-1,-3,3,-1,-4,i,1.7,-2
COc1cc(NC(=O)CSc2nc3[nH]ncc3c(=O)n2-c2ccccc2)cc(OC)c1OC,.,i,3,1,-3,-5,3,i,-0.1,-2
CC(C)=NNc1nc2c(c(=O)n(C)c(=O)n2C)n1CCc1ccccc1,0,i,-5,2,-6,-3,0,i,-0.4,-1
O=C(CSc1nncs1)NCc1ccc2c(c1)OCO2,-4,i,-2,0,0,0,-1,i,-2.9,-4
COc1ccc(-c2csc(N(CC3CCCO3)C(=O)c3ccccc3)n2)cc1 (configuration not stated),-13,i,3,-4,-4,-3,0,i,3.0,-3
O=C(CCC(=O)N1CCN(c2ccccn2)CC1)Nc1nnc(C(F)(F)F)s1,17,i,0,1,0,-5,-4,i,-1.2,0
CN1CCC2(CC1)Nc1nc(SCc3ccc(Cl)cc3)nn1C1=C2CN(C)CC1,-14,i,-5,1,-3,5,-8,i,-12,0
Cc1cc(=O)oc2c3c(cc(OCC(=O)NC(Cc4ccc(Cl)cc4)C(=O)O)c12)OC(C)(C)CC3 (configuration not stated),4,i,15,1,7,98*,4,.,-1.4,-2
CN1c2ccccc2C(C)(C)C12CC(CCl)=NO2 (configuration not stated),-1,i,1,-3,1,3,-5,i,-1.4,0
CO/N=C/CC(=O)c1ccc(OC)cc1,-7,i,-3,4,1,-1,-3,i,-0.7,-1
Cc1cccc(C(=O)NCC(=O)NCC2COc3ccccc3O2)c1 (configuration not stated),-4,i,3,1,-3,3,1,i,-0.9,0
CC1(C)Cc2c(c(=S)nc(-c3ccccc3)n2CCCN2CCOCC2)CO1,-5,i,-1,3,37*,-4,-2,i,-3.1,0
CN1CCN(C2=Cc3ccccc3Sc3cc(F)ccc32)CC1,-5,i,-1,-4,6,-6,-9,i,-1.2,3
Cn1nc(-c2ccccc2)c(CSc2ccccc2Cl)c1Cl,-11,i,0,1,4,-6,1,i,2.3,0
CC(=O)c1ccc(NC(=S)NCc2ccc(Cl)cc2Cl)cc1,-9,i,3,-3,0,-10,-2,i,0.7,0
COc1ccc(C(Nc2ccc(S(=O)(=O)NCC3CCCO3)cc2)C(=O)NC(C)(C)C)cc1OC (configuration not stated),-4,i,1,1,5,0,6,i,0.5,-2
CC1CCN(C(=O)CCCC(=O)N2CCC(C)CC2)CC1,-6,i,-3,-1,-2,2,2,i,-0.8,-2
COc1ccc(CCn2c(C)cc3c(c2=O)C(c2ccc4c(c2)OCO4)C(C#N)=C(N)O3)cc1OC (configuration not stated),-5,i,3,-2,0,-4,12,i,1.4,0
Cc1ccc(S(=O)(=O)N2CCN(C(=O)c3cc(S(=O)(=O)N4CCOCC4)ccc3Cl)CC2)c(C)c1,-5,i,2,2,2,-2,4,i,0.5,2
C/C(CC(=O)N(C(C)C)C(C)C)=N\NC(=O)COc1ccc(Cl)cc1Cl,-7,i,-3,2,-1,-9,-7,i,-0.3,0
Cc1ccccc1Cn1c(=O)c2c(nc3n2CCCN3Cc2ccccc2)n(C)c1=O,0,i,5,1,4,-3,1,i,0.3,1

Quoted from the listing.
For CSN inh, CC1CCN(C(=O)CCCC(=O)N2CCC(C)CC2)CC1 is entered as -2
For Rin1 Abl inh, CN1CCN(C2=Cc3ccccc3Sc3cc(F)ccc32)CC1 is entered as -4
For NadD inh, COc1ccc(C(Nc2ccc(S(=O)(=O)NCC3CCCO3)cc2)C(=O)NC(C)(C)C)cc1OC (configuration not stated) is entered as 6

Carrying on:
SMILES,Scp-1 inhibitor,Rpn11 inh,SUMO1 PPI mod,Rin1 Abl inh,CSN inh,DNMT1 block,NadD inh,Neddylation inh,LMPTP inh,STEP inh
Cc1csc(NC(=O)CSc2ncnc3ccccc23)n1,-5,i,-4,0,0,-1,-4,i,-0.5,4
CCCN(CC(=O)Nc1ccc(C(C)=O)cc1)CC(=O)Nc1ccccc1C,-5,i,-2,3,2,-2,-2,i,-0.3,0
O=C(CSc1nc2[nH]ncc2c(=O)[nH]1)Nc1ccc(OC(F)(F)F)cc1,1,i,-2,0,4,5,-3,i,-0.1,-2
O=C1C=C(NCc2ccncc2)CC(c2ccccc2)C1 (configuration not stated),-6,i,-1,0,0,6,1,i,-1.3,-5
Cc1ccc(OCc2nnc(SCc3nc4ccccc4[nH]3)n2Cc2ccco2)cc1,2,i,13,-1,1,-7,17,i,2.3,2
CCCNC(=O)c1ccccc1NC(=O)CN(c1ccccc1)S(=O)(=O)N(C)C,-4,i,0,4,-12,-1,3,i,0.0,1
CN(NC(=O)c1ccc(Cl)cc1)c1cccc(Cl)n1,-5,i,1,4,1,0,-5,i,-0.5,-23
COc1cc([N+](=O)[O-])c(OC)cc1SCc1n[nH]c(=S)n1-c1ccc(C)cc1,-7,i,-20,0,4,0,4,i,-0.1,5
Cn1nnnc1SCC(=O)Nc1ccc2c(c1)OCO2,-8,i,0,0,0,-1,5,i,-1.6,-1
C=C(C)CNC(=O)CCc1nnc(C2(c3ccc(Cl)cc3)CCC2)o1,-1,i,-2,-3,1,4,4,i,-0.4,-3
O=C(O)C1CSC(c2ccccc2)N1C(=O)c1ccco1 (configuration not stated),6,i,-1,-1,5,5,2,i,-1.2,1
CC(NC(=O)c1ccc2nc(Cc3cccc(Cl)c3)oc2c1)c1ccncn1 (configuration not stated),.,i,1,3,0,5,-2,i,-2.1,3
CCN(CC)c1cc(C)c2cc(NC(=O)CNC(C)=O)ccc2n1,-1,i,3,4,-1,-5,0,+,-0.3,-1
CN1CCN(c2ccc3sc(-n4ccc5ccccc54)nc3c2)CC1,.,i,-22,-2,5,-11,3,i,-6.4,5
CCOc1ccc(CNC(=O)NS(=O)(=O)c2ccc(OC)cc2)cc1,0,i,0,0,-5,5,-2,i,1.0,-2
Cc1ccc(N/N=C2/CCCNC2=O)cc1,-1,i,-4,-1,4,2,4,i,0.1,1
COc1cc(/C=C(/NC(=O)c2ccc(Cl)cc2Cl)C(=O)O)cc(OC)c1OC,-11,i,0,2,-7,3,3,i,-2.2,-3
COc1ccccc1C1CCN(C(=O)c2ccc(Cl)cc2)CC1,-8,i,0,-1,0,0,-5,i,0.6,0
Cn1c(=O)c2sccc2n(Cc2cccc(Br)c2)c1=O,0,i,-1,-1,-2,5,-2,i,-1.4,1
CN(C)C(=O)CSc1nnc(Cc2ccccc2)n1Cc1ccco1,-3,i,2,2,4,-1,2,i,-0.6,2
O=C(O)c1cc(-c2ccc(N3CCOCC3)cc2)nn1-c1ccc(F)cc1,-1,i,2,2,1,-1,0,i,-0.7,-1
Cn1cc(CN2CCC(C(=O)NC(c3ccc(F)cc3)c3ccc4ccccc4n3)CC2)c2ccccc21 (configuration not stated),.,i,-10,2,-1,-15,10,i,1.5,0
Cn1c(N)c(C(=O)COC(=O)C2CCCN2C(=O)c2cccs2)c(=O)n(C)c1=O (configuration not stated),-8,i,2,0,-1,-1,-1,i,-1.8,0
